Bioassay records as filed in PubChem BioAssay.
14-3-3 Bad PPI: disrupts binding of bovine 14-3-3 zeta to phospho-Bad peptide; P63103; TR-FRET 14-3-3zeta/Dy647-pBad peptide displacement, 1 h; inhibition, % at 21.7 µM; 0.71% of 220,000 active;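 active = inhibition above about 70%, limit read from the data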;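 note: 0% = full 14-3-3 plus peptide FRET controls and 100% = background without 14-3-3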
Target sequence (P63103 whole entry, looked up): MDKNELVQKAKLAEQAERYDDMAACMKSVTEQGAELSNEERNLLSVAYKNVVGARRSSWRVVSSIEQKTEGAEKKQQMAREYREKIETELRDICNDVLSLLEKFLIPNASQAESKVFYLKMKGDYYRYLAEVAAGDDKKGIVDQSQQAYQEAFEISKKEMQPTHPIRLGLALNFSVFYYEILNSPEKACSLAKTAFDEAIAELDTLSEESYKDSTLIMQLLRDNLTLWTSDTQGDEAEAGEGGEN
PPC-1+TRAIL kill: PPC-1 cancer cell killing with TRAIL present. PPC-1 cells + TRAIL, ATPLite viability luminescence. cell killing (% activity), % at 4 µM. 0.41% of 220,000 active. AID 1443;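 active = cell killing above 50% in the first pass at 4 µM, then a duplicate retest at 5 µM averaging 50% or more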;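 note: plate controls were cells with TRAIL plus DMSO for no effect and medium-only wells lacking cells for full effect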
NPY Y1 blocker: blocks the human neuropeptide Y Y1 receptor. HEK293-CNG Y1 cells, membrane potential fluorescence; NPY at EC95, then isoproterenol. inhibition, % at 3.6 µM. 1% of 200,000 active. AID 1040;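 active = inhibition above the campaign mean inhibition of all tested compounds plus 3 SD, cut at about 20% in these data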;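 note: 0% = DMSO wells given NPY plus isoproterenol and 100% = isoproterenol alone without NPY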
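Assay system: HEK293 Y1/CNG channel cell line; Doses: single compound dose of 3.6 µM, 0.4% DMSO; Timing: dye 3 h, compound 60 min room temperature, stimulation 45 min; Technique: Membrane-potential fluorescent dye readout; Measure: % inhibition of NPY effect.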
EP2 mod: modulators of human EP2 prostaglandin E2 receptor; EP2-expressing cells, cAMP HTRF FRET, PGE2 co-stimulation; induction, % at 25 µM; 0.83% of 260,000 active; AID 940;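 active = compounds whose cAMP rise, as percent of the full-agonist control response, exceeds 60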;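 note: rat C6 glioma line stably carrying human EP2 under a CMV promoter; the protocol text gives 20 µM as final concentration; 100% = response of wells given 1 µM PGE2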
EP2 antag: EP2 receptor (human) inhibition | P43116 | C6 glioma cells expressing human EP2, cAMP TR-FRET; cells stimulated with saturating PGE2 | AID 1422 | 0.52% of 260,000 active | inhibition, % at 25 µM;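 active = percent inhibition above 40 after rounding to a whole number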;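 note: rat C6 glioma host cells with rolipram phosphodiesterase inhibitor present; the protocol text gives 20 µM as final concentration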
TRPML3 ag: activates the human TRPML3 channel. Q8TDD5. HEK293 TRPML3-YFP, Fluo-8 calcium fluorescence; 100% = the carbachol control signal. activation, % at 3 µM. 0.29% of 220,000 active. AID 1448;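 active = activation above its plate's cutoff, the mean activation of the plate's test wells plus 3 SD, cut at about 12% in these data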;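 note: 0% = DMSO only wells and 100% = carbachol wells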
Target sequence (Q8TDD5 whole entry, looked up): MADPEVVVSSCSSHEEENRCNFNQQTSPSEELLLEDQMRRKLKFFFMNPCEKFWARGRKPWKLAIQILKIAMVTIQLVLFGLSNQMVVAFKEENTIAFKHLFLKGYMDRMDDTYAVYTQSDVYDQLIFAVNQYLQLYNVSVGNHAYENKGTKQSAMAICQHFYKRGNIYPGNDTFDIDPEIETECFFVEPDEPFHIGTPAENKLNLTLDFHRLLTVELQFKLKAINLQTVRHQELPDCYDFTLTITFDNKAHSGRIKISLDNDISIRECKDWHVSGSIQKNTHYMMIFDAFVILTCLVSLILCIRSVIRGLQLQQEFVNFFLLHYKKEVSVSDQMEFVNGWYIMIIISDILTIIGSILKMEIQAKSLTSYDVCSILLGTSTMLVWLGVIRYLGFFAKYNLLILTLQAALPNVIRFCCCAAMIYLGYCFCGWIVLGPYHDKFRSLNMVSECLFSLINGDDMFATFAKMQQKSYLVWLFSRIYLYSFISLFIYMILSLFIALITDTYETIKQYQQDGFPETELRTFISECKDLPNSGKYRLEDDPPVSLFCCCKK
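Material: TRPML3-YFP stable HEK293 cells | Dosing: One concentration, 3 µM nominal, 0.3% DMSO | Timing: 125 s total fluorescence read per well | Technique: Fluo-8 calcium dye fluorescence, ex 470-495, em 515-575 nm | Measure: Percent activation from peak-to-basal fluorescence ratio, scaled between DMSO and carbachol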
CHOP inhibitor: inhibitors of CHOP induction in ER stress response. CHO-K1 CHOP-promoter luciferase, tunicamycin-induced, 15-18 h. inhibition, % at 10 µM. 3.8% of 220,000 active;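 active = compounds that reduced the stress-induced luciferase reporter signal by more than about 70% of percent inhibition, limit read from the data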;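 note: 0% = tunicamycin plus vehicle and 100% = wells without tunicamycin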
NPY-Y1 PAM-ag: potentiates or activates human NPY-Y1 receptor | P25929 | NPY-Y1 expressing cells, potentiator/agonist activation | activation, % at 3.6 µM | 0.37% of 220,000 active; in the data active = activation above about 33%, passing the limit was not always enough;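 note: cells stimulated with NPY at EC10 then isoproterenol at EC100; 0% = low agonist plus stimulus and 100% = saturating agonist plus stimulus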
TRPN1 ag: zebrafish TRPN1 (NompC) channel agonism. HEK293 zebrafish TRPN1-YFP, Fluo-8 calcium fluorescence; 100% = response to 87 µM carbachol. activation, % at 3 µM. 0.18% of 220,000 active. AID 1424;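 active = activation above its plate's cutoff, the mean activation of test wells on that plate plus 3 SD, cut at about 19% in these data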;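 note: 0% = DMSO alone and 100% = 87 µM carbachol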
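Material: zebrafish TRPN1-YFP in HEK293 cells; Doses: single test compound dose, 3 µM nominal, 0.3% DMSO; Timing: dye loading 1 h at 37 °C, then 30 min room temperature; Technique: intracellular calcium fluorescence with Fluo-8; Benchmarks: high carbachol 87 µM, low DMSO alone.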
An asterisk follows results filed as active; [ ] = another dose, or the depositor's remark. Not all compounds are listed; the hit share may differ from the screen's.

For Cc1cc(C)n2c(SCC(=O)Nc3ncc(C(F)(F)F)cc3Cl)nnc2n1 the results were 14-3-3 Bad PPI -5, PPC-1+TRAIL kill -3, NPY Y1 blocker 5, EP2 mod -14, EP2 antag 13, TRPML3 ag -0.4, CHOP inhibitor 31, NPY-Y1 PAM-ag 14 and TRPN1 ag -0.5.
`O=C(COC(=O)CCC(=O)c1cccs1)NCc1ccc(Cl)cc1` gave 14-3-3 Bad PPI -12, PPC-1+TRAIL kill 18, NPY Y1 blocker 0, EP2 mod 31, EP2 antag 6, TRPML3 ag 0.0, CHOP inhibitor -8, NPY-Y1 PAM-ag 2 and TRPN1 ag -2.5.
`CCOC(=O)c1c(C)[nH]c(C)c1C(=O)CSc1nnc(N)s1` gave 14-3-3 Bad PPI 3, PPC-1+TRAIL kill 7, NPY Y1 blocker -2, EP2 mod 11, EP2 antag 4, TRPML3 ag -1.6, CHOP inhibitor 4, NPY-Y1 PAM-ag -2 and TRPN1 ag 0.1.
For COc1ccc(C(=O)c2sc3nc(-c4ccccc4)ccc3c2N)cc1OC the results were 14-3-3 Bad PPI 84*[fluorescence artefact?], PPC-1+TRAIL kill 2, NPY Y1 blocker -2, EP2 mod 22, EP2 antag 13, TRPML3 ag 1.4, CHOP inhibitor 54, NPY-Y1 PAM-ag -41 and TRPN1 ag 1.9.
Screening CC(C)C(OC(=O)c1ccco1)C(=O)NCc1ccccc1 (configuration not stated) returned 14-3-3 Bad PPI 3[fluorescence artefact?], PPC-1+TRAIL kill 10, NPY Y1 blocker -5, EP2 mod 2, EP2 antag 7, TRPML3 ag -0.1, CHOP inhibitor 18, NPY-Y1 PAM-ag -1 and TRPN1 ag -0.3.
For C=C(C)Cn1c(CNC(C)=O)nc2ccccc21 the results were 14-3-3 Bad PPI 8, PPC-1+TRAIL kill 16, NPY Y1 blocker -3, EP2 mod 8, EP2 antag 10, TRPML3 ag 0.1, CHOP inhibitor 37, NPY-Y1 PAM-ag 3 and TRPN1 ag 0.6.
For CC(C)N(C(=O)CSc1nnnn1C1CCCC1)C(C)C the results were 14-3-3 Bad PPI -7, PPC-1+TRAIL kill -7, NPY Y1 blocker -6, EP2 mod -5, EP2 antag 8, TRPML3 ag -0.4, CHOP inhibitor -10, NPY-Y1 PAM-ag 2 and TRPN1 ag 1.6.
`COc1ccccc1NC(=O)COC(=O)Cc1ccc(S(=O)(=O)N2CCCCC2)s1` gave 14-3-3 Bad PPI -10, PPC-1+TRAIL kill 1, NPY Y1 blocker -5, EP2 mod -8, EP2 antag 24, TRPML3 ag 0.4, CHOP inhibitor -3, NPY-Y1 PAM-ag -2 and TRPN1 ag 0.0.
`CC1(CCC#N)N=C(SCCC#N)N(c2ccccc2)C1=O` (configuration not stated) gave 14-3-3 Bad PPI -13[fluorescence artefact?], PPC-1+TRAIL kill 11, NPY Y1 blocker 1, EP2 mod 7, EP2 antag 3, TRPML3 ag -0.4, CHOP inhibitor -11, NPY-Y1 PAM-ag -1 and TRPN1 ag 0.1.
Screening Cc1cc(=O)oc2cc(OCCSCCN3CCCCC3)ccc12 returned 14-3-3 Bad PPI 4, PPC-1+TRAIL kill 26, EP2 mod -8, EP2 antag 7, TRPML3 ag 0.5, CHOP inhibitor 6, NPY-Y1 PAM-ag 11 and TRPN1 ag 1.4.
For O=C(CNC(=O)c1ccc(Br)cc1)NCC(=O)OCC(=O)c1ccc([N+](=O)[O-])cc1 the results were 14-3-3 Bad PPI 6, PPC-1+TRAIL kill 25, NPY Y1 blocker 5, EP2 mod 31, EP2 antag 5, TRPML3 ag 0.6, CHOP inhibitor 3, NPY-Y1 PAM-ag -12 and TRPN1 ag 0.0.
`CCCCc1nc2sc3c(=O)[nH]cnc3c2c2c1CCCC2` gave 14-3-3 Bad PPI -3, PPC-1+TRAIL kill -6, EP2 mod 61*, EP2 antag 10, TRPML3 ag 0.8, CHOP inhibitor 8, NPY-Y1 PAM-ag 13 and TRPN1 ag 0.0.
`Cc1ccc(NC(=S)NC2CCCC2)cc1` gave 14-3-3 Bad PPI 8[fluorescence artefact?], PPC-1+TRAIL kill 3, NPY Y1 blocker -6, EP2 mod 6, EP2 antag 10, TRPML3 ag 0.1, CHOP inhibitor 1, NPY-Y1 PAM-ag 12 and TRPN1 ag 0.4.
`CC1(C)CC(=O)c2cc(OCC(=O)N3CCN(c4ccccc4F)CC3)ccc2O1` gave 14-3-3 Bad PPI -2, PPC-1+TRAIL kill 0, NPY Y1 blocker 6, EP2 mod 6, EP2 antag 6, TRPML3 ag 1.7, CHOP inhibitor 22, NPY-Y1 PAM-ag -6 and TRPN1 ag -0.9.
For S=C(Nc1ccccc1Cl)N1CCN(Cc2ccccc2)CC1 the results were 14-3-3 Bad PPI -7, PPC-1+TRAIL kill 17, NPY Y1 blocker -1, EP2 mod 5, EP2 antag 8, TRPML3 ag 0.8, CHOP inhibitor -12, NPY-Y1 PAM-ag -6 and TRPN1 ag 1.3.
CC(Sc1nncn1C)C(=O)Nc1ccc(S(N)(=O)=O)cc1 (configuration not stated) was read as 14-3-3 Bad PPI -8, PPC-1+TRAIL kill 5, EP2 mod 1, EP2 antag 10, TRPML3 ag 0.9, CHOP inhibitor 25, NPY-Y1 PAM-ag 14 and TRPN1 ag 1.3.
`COc1ccc(-[n+]2c(C)cc(/C=C3\Sc4ccccc4N3C)cc2C)cc1` gave 14-3-3 Bad PPI -10, PPC-1+TRAIL kill 35, NPY Y1 blocker 11, EP2 mod -87, EP2 antag 15, TRPML3 ag 6.7, CHOP inhibitor 92*, NPY-Y1 PAM-ag -11 and TRPN1 ag 19*.
For CCOc1ccccc1OCCOc1ccccc1CC the results were 14-3-3 Bad PPI -9, PPC-1+TRAIL kill -6, NPY Y1 blocker 11, EP2 mod 45, EP2 antag 14, TRPML3 ag 0.2, CHOP inhibitor 76*, NPY-Y1 PAM-ag 2 and TRPN1 ag -0.9.
Cc1ccc(NC(=O)N[C@@H](CC(C)C)C(=O)O)c(C)c1 was read as 14-3-3 Bad PPI -3, PPC-1+TRAIL kill 22, EP2 mod 8, EP2 antag 8, TRPML3 ag 1.4, CHOP inhibitor 9, NPY-Y1 PAM-ag -15 and TRPN1 ag 0.1.
Screening O=C(Cn1ccc([N+](=O)[O-])n1)c1ccccc1 returned 14-3-3 Bad PPI -6, PPC-1+TRAIL kill 4, NPY Y1 blocker -1, EP2 mod -2, EP2 antag 5, TRPML3 ag -0.3, CHOP inhibitor 10, NPY-Y1 PAM-ag 10 and TRPN1 ag -1.1.
For CC1CCN(c2ncnc3c2cnn3Cc2ccc(Cl)cc2)CC1 the results were 14-3-3 Bad PPI -3, PPC-1+TRAIL kill -11, NPY Y1 blocker -5, EP2 mod -2, EP2 antag 11, TRPML3 ag 0.3, CHOP inhibitor 73*, NPY-Y1 PAM-ag -9 and TRPN1 ag -0.5.
For CNc1nc(C)cc(C)c1S(=O)(=O)c1ccc(C)cc1 the results were 14-3-3 Bad PPI 10, PPC-1+TRAIL kill 19, NPY Y1 blocker 3, EP2 mod 11, EP2 antag 11, TRPML3 ag -0.4, CHOP inhibitor 34, NPY-Y1 PAM-ag -27 and TRPN1 ag -1.2.
CC(=O)Nc1ccc2c(CSc3nncs3)cc(=O)oc2c1 was read as 14-3-3 Bad PPI 11, PPC-1+TRAIL kill 11, EP2 mod -4, EP2 antag 0, TRPML3 ag 0.0, CHOP inhibitor -3, NPY-Y1 PAM-ag -3 and TRPN1 ag 0.0.
For COC(=O)c1cc(N=CC2=C(O)CC(C)(C)CC2=O)cc(C(=O)OC)c1 the results were 14-3-3 Bad PPI -7[fluorescence artefact?], PPC-1+TRAIL kill 11, NPY Y1 blocker -2, EP2 mod -1, EP2 antag 7, TRPML3 ag 0.3, CHOP inhibitor 51, NPY-Y1 PAM-ag -11 and TRPN1 ag 1.1.
For CCCNC(=O)Cn1cnc2sc(C(=O)N3CCN(CCC)CC3)c(C)c2c1=O the results were 14-3-3 Bad PPI -2, PPC-1+TRAIL kill 7, NPY Y1 blocker -2, EP2 mod 2, EP2 antag 11, TRPML3 ag 0.7, CHOP inhibitor 25, NPY-Y1 PAM-ag -3 and TRPN1 ag 3.7.
`N=C(N)SCc1ccccc1Cl` gave 14-3-3 Bad PPI 11[fluorescence artefact?], PPC-1+TRAIL kill 26, NPY Y1 blocker -1, EP2 mod 0, EP2 antag 7, TRPML3 ag -0.5, CHOP inhibitor -21, NPY-Y1 PAM-ag -8 and TRPN1 ag -2.0.
For O=C(Cc1ccc(Nc2nc3ccc(Br)cc3[nH]2)cc1)NCCc1cccs1 the results were 14-3-3 Bad PPI -6, PPC-1+TRAIL kill 11, NPY Y1 blocker -7, EP2 mod 20, EP2 antag 18, TRPML3 ag -1.1, CHOP inhibitor 59, NPY-Y1 PAM-ag 11 and TRPN1 ag 0.9.
Cc1ccc(N2CC(C(=O)NCC3CCCO3)CC2=O)cc1Cl (configuration not stated) was read as 14-3-3 Bad PPI 10, PPC-1+TRAIL kill -12, NPY Y1 blocker -3, EP2 mod -5, EP2 antag 5, TRPML3 ag 0.4, CHOP inhibitor 9, NPY-Y1 PAM-ag 14 and TRPN1 ag -1.5.
For Cc1ccc(N2CCN(/N=C/c3sccc3C)CC2)cc1 the results were 14-3-3 Bad PPI 7[fluorescence artefact?], PPC-1+TRAIL kill 8, NPY Y1 blocker 4, EP2 mod 26, EP2 antag 9, TRPML3 ag 0.1, CHOP inhibitor 34, NPY-Y1 PAM-ag 9 and TRPN1 ag 0.3.
`Cc1scc(C(=O)N/N=C/c2ccsc2)c1C` gave 14-3-3 Bad PPI -5[fluorescence artefact?], PPC-1+TRAIL kill 54*, NPY Y1 blocker -3, EP2 mod -54, EP2 antag 6, TRPML3 ag 0.4, CHOP inhibitor -50, NPY-Y1 PAM-ag 8 and TRPN1 ag -0.6.
O=C(NCc1ccccn1)c1cc(S(=O)(=O)N2CCN(c3ccccc3)CC2)ccc1Cl was read as 14-3-3 Bad PPI -20, PPC-1+TRAIL kill 12, NPY Y1 blocker -1, EP2 mod -4, EP2 antag 13, TRPML3 ag 2.6, CHOP inhibitor 27, NPY-Y1 PAM-ag 4 and TRPN1 ag 5.3.
`CCCC(=O)Nc1ccc(Cl)c(NC(=S)NC(=O)c2ccco2)c1` gave 14-3-3 Bad PPI 1, PPC-1+TRAIL kill 12, NPY Y1 blocker 14, EP2 mod -11, EP2 antag 12, TRPML3 ag 0.9, CHOP inhibitor 5, NPY-Y1 PAM-ag -7 and TRPN1 ag 1.8.
